Compound activity deposited in PubChem by National Center for Advancing Translational Sciences (NCATS).
Pin1 inhibitor – human Pin1 inhibition | Pin1 FP peptide displacement, HiFluor488, 10 min | 390,000 compounds, 0.009% hits | Q13526 | Potency, µM (titrated, usually from 115 µM), without a hit: at the top dose activity, negative = inhibition, hits mostly inhibitors | AID 504891; active = well fitted inhibition curve with a large enough effect in the polarisation, with a control signal flat, not every such curve was filed as active; inconclusive = small, poorly fitted or top-dose-only effect, or effect the other way, or a change in a side signal; inactive = no such curve, though single readings can be large or run the other way; the % refers to the polarisation; note: % is set by controls: 0 for no effect and ±100 for the full control effect
ALOX12 inh – ALOX12 (human) lipoxygenase inhibition; purified 12hLO, xylenol orange hydroperoxide absorbance; AID 1671190; 580,000 compounds, 1.1% hits; Potency, µM (titrated, usually from 108 µM), for inactives: at the highest dose activity change, negative = inhibition, hits mostly inhibitors; note: % is set by controls: 0 for no effect and ±100 for the full control effect
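Purified human 12hLO at 150 nM in 25 mM Hepes, 0.01% Triton X-100, pH 7.0, preincubated 15 min at room temperature with compound. Reaction started with 40 uM arachidonic acid, 30 min at room temperature. Hydroperoxide measured by Fe-xylenol orange, 573/405 nm absorbance ratio.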
GLS inh – blocks human kidney-isoform glutaminase activity | O94925 | GLS enzymatic activity, qHTS titration | Potency, µM (titrated, usually from 45.5 µM), for inactives: at the highest dose activity change, negative = inhibition, actives largely listed as inhibitors | 410,000 compounds, 0.21% hits | AID 624170; note: % is set by controls: 0 for no effect and ±100 for the full control effect
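Two-point fluorescence kinetic (t0, 30 min RT) for hKGA; glutamate detected via glutamate oxidase–HRP–Amplex Red. Substrate: 1 mM L-glutamine solution; buffer 45 mM KH2PO4, pH 8.2.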
rTrxR1 inhibitor – blocks rat thioredoxin reductase 1 | O89049 | recombinant rTrxR1, NADPH fluorescence consumption, selenite substrate | Potency, µM (top dose mostly 114 µM), inactives show at the top dose activity change, negative = inhibition, usual class: inhibitors | 390,000 compounds, 1% hits | AID 588453; note: % is set by controls: 0 for no effect and ±100 for the full control effect; nearly all actives have a fitted effect of over 65% in size
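Rat TrxR1 (90 nM in the dispensed reagent) was pre-reduced with 400 uM NADPH for 5 min at room temperature, then incubated with compound for 15 min. After 400 uM selenite was added, NADPH fluorescence (Ex 340/Em 450 nm) was followed for 8 min.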
JMJD2A Tudor – blocks the human JMJD2A Tudor domain; O75164; AlphaScreen JMJD2A-Tudor / H3K4me3 peptide binding; Potency, µM (highest dose often 114 µM), without a hit: at the top dose activity change, negative = inhibition, most hits filed as inhibitors; 390,000 compounds, 4.4% hits; AID 504339; note: % is set by controls: 0 for no effect and ±100 for the full control effect; nearly all actives have a fitted effect of over 50% in size
PGK inhibitor – inhibitors of T. brucei phosphoglycerate kinase; PGK/GAPDH coupled, Kinase-Glo luminescence, 60 min; Potency, µM (doses to about 57.5 µM), without a hit: at the top dose activity change, negative = inhibition, actives largely listed as inhibitors; 380,000 compounds, 0.043% hits; note: % is set by controls: 0 for no effect and ±100 for the full control effect; nearly all actives have a fitted effect of over 60% in size
Target sequence (P07378 whole entry, looked up): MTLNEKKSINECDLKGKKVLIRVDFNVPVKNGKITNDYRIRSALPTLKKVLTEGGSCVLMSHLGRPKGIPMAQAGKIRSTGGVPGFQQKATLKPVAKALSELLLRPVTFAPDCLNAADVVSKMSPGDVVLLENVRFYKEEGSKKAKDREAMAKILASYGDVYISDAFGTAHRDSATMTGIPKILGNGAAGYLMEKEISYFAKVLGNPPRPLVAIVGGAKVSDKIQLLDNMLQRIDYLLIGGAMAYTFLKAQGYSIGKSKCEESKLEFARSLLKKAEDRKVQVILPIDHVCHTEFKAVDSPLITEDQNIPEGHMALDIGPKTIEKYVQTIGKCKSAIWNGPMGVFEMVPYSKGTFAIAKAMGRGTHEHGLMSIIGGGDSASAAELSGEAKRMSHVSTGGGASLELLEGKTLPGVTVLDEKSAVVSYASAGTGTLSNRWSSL
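Luminescent ATP detection (Kinase-Glo Plus) follows a 60-minute room-temperature incubation, with wells lacking PGK as controls. Buffer: 100 mM TEA (pH 7.6), 5 mM MgCl2, 0.01% Tween-20. Coupling enzyme GAPDH (100 nM final) supplies unstable 1,3-BPG in-well.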
ERG Ets-DNA blk – blocks human ERG Ets domain binding to DNA | AID 624246 | Potency, µM (highest dose often 76.9 µM), for the others: at the highest dose FP activity, negative = inhibition, hits mostly inhibitors | fluorescence polarization, His-ERG Ets domain / labelled DNA | 370,000 compounds, 0.028% hits; active = well fitted inhibition curve with a large enough effect in the polarisation, with a control signal flat; inconclusive = small, poorly fitted or top-dose-only effect, or effect the other way, or a change in a side signal; inactive = no such curve, though single readings can be large or run the other way; the % refers to the polarisation;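 note: polarization taken with two DNA probes labelled with fluorescein and Texas red; % of control where 0% means no effect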
Target sequence (P11308 whole entry, looked up, the tested form may be a part): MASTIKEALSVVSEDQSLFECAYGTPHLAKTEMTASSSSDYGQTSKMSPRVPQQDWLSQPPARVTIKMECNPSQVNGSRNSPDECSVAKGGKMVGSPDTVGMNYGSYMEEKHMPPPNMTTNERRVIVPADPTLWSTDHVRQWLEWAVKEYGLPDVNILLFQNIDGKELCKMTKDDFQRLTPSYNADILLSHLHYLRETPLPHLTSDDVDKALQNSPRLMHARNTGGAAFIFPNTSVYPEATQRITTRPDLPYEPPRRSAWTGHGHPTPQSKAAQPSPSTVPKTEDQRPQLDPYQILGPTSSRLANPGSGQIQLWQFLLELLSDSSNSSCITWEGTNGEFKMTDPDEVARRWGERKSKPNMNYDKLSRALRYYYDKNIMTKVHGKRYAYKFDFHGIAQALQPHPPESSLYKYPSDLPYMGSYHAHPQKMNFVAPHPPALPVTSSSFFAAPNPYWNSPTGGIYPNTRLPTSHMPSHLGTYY
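His-tagged ERG Ets domain (1 uM in the protein solution; 300mM KCl, 50mM Tris-HCl, 1mM EDTA, 1mM DTT, pH 7.5) received compound, then a probe mix of 5 nM fluorescein-DNA and 100nM Texas-615-DNA. Fluorescence polarization was read for both dyes.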
RGS4 inh – blocks human RGS4-accelerated GTP hydrolysis; 390,000 compounds, 0.039% hits; Transcreener GDP fluorescence polarization, RGS4-accelerated GTP hydrolysis; AID 504845; P49798; Potency, µM (series often up to 114 µM), without a hit: top-dose activity change, negative = inhibition, hits mostly inhibitors; note: % is set by controls: 0 for no effect and ±100 for the full control effect; nearly all actives have a fitted effect of over 75% in size; some results filed as inactive show a strong effect at the top dose
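MLSMR compounds (23 nl, pin-transferred) preincubated 10 min at room temperature with a 500nM (2x) first reagent, then RGS4 at 900nM (2x) plus Transcreener GDP mix added; fluorescence polarization (620/688 nm) read before and after 90 min at 30 °C.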
HP1b chromo inh – blocks HP1-beta chromodomain binding to methylated histone tails. 390,000 compounds, 0.56% hits. AlphaScreen HP1-beta / biotin-H3K9me3 peptide binding. AID 540317. Potency, µM (top dose mostly 114 µM), for inactives: at the top dose activity change, negative = inhibition, hits mostly inhibitors. P83916; note: nearly all actives have a fitted effect of over 70% in size; inactives centre near 23
Target sequence (P83916 whole entry, looked up): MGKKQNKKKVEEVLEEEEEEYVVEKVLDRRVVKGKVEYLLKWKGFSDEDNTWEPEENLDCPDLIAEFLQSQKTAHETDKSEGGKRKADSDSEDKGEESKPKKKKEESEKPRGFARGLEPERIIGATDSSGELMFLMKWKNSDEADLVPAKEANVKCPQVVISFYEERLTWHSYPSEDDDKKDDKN
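HP1-beta protein (50 nM final) preincubated 30 min at room temperature with biotinylated H3(1-18)K9me3 peptide (50 nM) in PBS pH 7.4, 0.01% Tween-20, then compound added for 30 min. AlphaScreen streptavidin donor/nickel chelate acceptor beads (10 ug/mL final), 30 min dark, luminescence read.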
Active calls of the source: *; i = inactive; ? = inconclusive; . = not tested or not shown; & = joins results of further samples; [ ] = remark or other dose. Unless noted, calls come from the whole dose curve; as a rule, active = well fitted curve in the direction sought with a large enough effect; inconclusive = small, poorly fitted or top-dose-only effect, or another doubt; inactive = no such curve, though single readings can be large; an effect the other way counts as inactive or inconclusive. Potency is the fitted concentration of half-maximal effect. Some of the compounds tested, so the mix of outcomes need not match the whole.

SMILES	Pin1 inhibitor	ALOX12 inh	GLS inh	rTrxR1 inhibitor	JMJD2A Tudor	PGK inhibitor	ERG Ets-DNA blk	RGS4 inh	HP1b chromo inh
CN(C)S(=O)(=O)c1ccc(NC(=O)COc2ncnc3sccc23)cc1	16.7%	-6.4%	1.7%	21.5%[57.1 µM]	-8.2%	-0.1%	3.1%	19.2%	7.3%
Cc1ccc(O)c(C2=Nc3ccccc3N=C(c3ccco3)C2)c1	59.6%[activator]	34.4%[activator]	-0.4%	9.5%	1.4%	1.8%	-0.7%	9.7%	26.6%
CCc1ccccc1NC(=O)C1(S(=O)(=O)c2ccc(Cl)cc2)CC1	-3.0%	-13.4%	2.8%	17.5%	12.6%	-3.8%	-4.1%	5.9%	35.8%[activator]
CN(C)CCN(Cc1ccco1)S(=O)(=O)c1ccc(-c2ccc(=O)[nH]n2)s1	-2.4%	-2.2%	4.7%	-12.3%	-14.3%	-6.4%	-2.9%	-5.6%	22.7%
Cc1c(C)c2ccc(OS(C)(=O)=O)c(C)c2oc1=O	?	9.2%	-10.1%	-12.5%	-11.8%	-2.1%	-0.8%	12.6%	13.3%
O=C(COC(=O)c1cc(=O)c2ccccc2o1)NC1CCCC1	-17.3%	-11.9%	1.3%	-14.4%	-16.8%	4.2%	-7.3%	13.6%	23.7%
Cc1ccc(S(=O)(=O)N2CCN(C(=O)c3ccccc3)CC2)c(C)c1NS(C)(=O)=O	-3.5%	-0.8%	-4.3%	17.9%	3.4%	-11.5%	4.2%	-7.1%	78.0%[activator]
CC(C)CCn1c(N2CCN(c3cccc(Cl)c3)CC2)nc2c1c(=O)[nH]c(=O)n2C	0.0%	0.0%&0.4%	3.7%	0.2%	-34.2%	-5.7%	0.9%	-11.4%	6.9%
Cc1ccc(S(=O)(=O)/N=C2/NC(=O)/C(=C/c3cccnc3)S2)cc1	0.0%	-38.8%	25.7%	-24.3%	-24.6%	-1.2%	-2.2%	12.9%	0.4%
CC(OC(=O)c1cc2sccc2n1C)C(=O)NCc1ccc(F)cc1 (stereo unspecified)	3.7%	4.5%	-5.9%	25.8%[57.1 µM]	-4.7%[57.1 µM]	i	-3.5%	2.5%[11.4 µM]	11.6%
COc1ccccc1C1NC(=O)NC(C)=C1C(=O)OCc1ccccc1 (stereo unspecified)	0.6%	0.0%	-16.4%	0.6%[57.1 µM]	-21.4%	-1.3%	-2.7%	17.7%	22.4%
Cn1c(=O)cc(SCC(=O)N2CCCC2)c2ccccc21	-1.2%	-18.2%	-12.8%	-8.7%	-3.4%	8.1%	-16.1%	-15.1%	18.4%
CN1C(C(=O)NCc2ccc(OC(F)(F)F)cc2)CC2Cn3c(nc4cc5ccccc5cc43)C21 (stereo unspecified)	5.9%	-3.4%	-2.5%	1.3%	-23.6%	0.0%	13.5%	4.0%	48.3%[activator]
O=C(Cc1cccc2ccccc12)NN1C(=O)CSC1=S	23.4%	-8.1%	-23.1%	19.7%[57.1 µM]	-14.3%[57.1 µM]	i	57.8%[activator]	-32.7%	19.1%
CCOCCn1c(=O)c2c(nc3n2CCN3c2ccc(C)c(C)c2)n(C)c1=O	?	9.9%	-0.9%	27.6%[11.4 µM]	-30.6%	-9.3%	3.5%	-46.0%	28.2%

Exported with two lines to a compound: 2 of the compounds above.
Each structure is followed by: Pin1 inhibitor | ALOX12 inh | GLS inh | rTrxR1 inhibitor | JMJD2A Tudor | PGK inhibitor | ERG Ets-DNA blk | RGS4 inh | HP1b chromo inh
> O=C(Cc1cccc2ccccc12)NN1C(=O)CSC1=S
  23.4% | -8.1% | -23.1% | 19.7%[57.1 µM] | -14.3%[57.1 µM] | i | 57.8%[activator] | -32.7% | 19.1%
> O=C(COC(=O)c1cc(=O)c2ccccc2o1)NC1CCCC1
  -17.3% | -11.9% | 1.3% | -14.4% | -16.8% | 4.2% | -7.3% | 13.6% | 23.7%

Remaining list, next part:
SMILES	Pin1 inhibitor	ALOX12 inh	GLS inh	rTrxR1 inhibitor	JMJD2A Tudor	PGK inhibitor	ERG Ets-DNA blk	RGS4 inh	HP1b chromo inh
O=C(O)CCC(=O)N1CCN(c2ccc(C(=O)c3ccc(F)cc3)cc2)CC1	-12.5%	i	-5.2%	19.0%[57.1 µM]	-19.4%	-1.4%	-3.2%	?	23.6%
CC1(C)CC(=O)C=C(NC2CCCCC2)C1	-13.2%	3.0%	5.7%	15.6%	-25.0%	-5.0%	-14.8%	-25.8%	26.0%
CC(C)C1(CCNC(=O)c2cccs2)CCOC(C)(C)C1 (stereo unspecified)	-3.3%	-0.4%	0.0%	12.6%	-2.9%[11.4 µM]	-3.5%	4.1%	-4.6%[11.4 µM]	48.8%[activator]
CC(C)Oc1cccc(-c2nnc(SCC(=O)Nc3ccc4c(c3)OCCO4)n2N)c1	2.5%	-5.2%	-0.1%	8.8%[57.1 µM]	-19.3%	-2.3%	-1.8%	3.9%	13.1%
Cc1cc(Br)ccc1NC(=O)CN1C(=S)NC(C)(C)CC1C (stereo unspecified)	-1.8%	?	5.0%	23.0%[57.1 µM]	2.2%	-12.2%	-5.3%	-38.9%	-18.1%
Cc1ccc(S(=O)(=O)N2CCN(C(=O)C(C)Cn3nc(C)c(C)c3C)CC2)cc1C (stereo unspecified)	6.4%	?	4.7%	11.2%	-2.7%	-2.3%	10.0%	15.9%	21.3%
CCN(CC)CCNC(=S)NC(=O)c1cn(-c2ccccc2)nc1-c1ccc(OC)cc1	-2.3%	44.7µM*	12.6%	3.0%	?	8.0%	-3.3%	0.0%	2.9%
COc1ccc(CCNC(=O)COC(=O)c2cc(=O)[nH]c3ccccc23)cc1	16.7%	21.4%	-12.0%	-8.0%	-0.7%	-4.1%	1.8%	-7.9%	24.1%
CC[C@@]12C(=O)N(c3ccc(C)cc3)C(=O)N1[C@H](c1ccc(OC)cc1)[C@@H]1C(=O)N(C(C)(C)C)C(=O)[C@@H]12	-2.9%	1.0%	7.7%	9.4%[57.1 µM]	-27.6%	-6.6%	1.9%	-11.3%	28.7%
Cc1ccccc1NC(=O)CSCn1nnc2c(=O)[nH]c(Cc3ccc(F)cc3)nc21	-11.6%	?	3.3%	24.3%	-10.8%	-6.4%	6.7%	-6.1%	22.3%
COCCCN(C(=O)CCOc1ccccc1C)c1c(N)n(Cc2ccccc2)c(=O)[nH]c1=O	0.2%	3.9%	3.2%	-3.0%[57.1 µM]	-15.7%	-5.1%	4.0%	12.6%	19.5%
N#Cc1c(Nc2ccccc2)sc(C(=O)C2CC2)c1N	-0.1%	-5.8%	-2.4%	0.2%	0.7%	-10.4%	-18.1%	-18.8%	42.2%[activator]
O=C(/C=C/c1cccs1)N1CCN(c2ccc(O)cc2)CC1	-4.8%	?	7.08µM*	21.9%[57.1 µM]	?	2.4%	-15.5%	9.9%	?
CN(C)/C=C(/C(=O)c1ccc(Cl)cc1Cl)S(=O)(=O)c1ccc(Cl)cc1	-5.7%	?	.	8.4%	6.3%	-4.3%	-8.6%	-12.0%	?
Cc1cc(N2CCC(C)CC2)n2ncc(-c3ccccc3)c2n1	-4.2%	7.3%	-1.1%	45.6%	156.6%[activator]	-1.2%	1.6%	19.1%	370.3%[activator]
Fc1ccccc1Cn1cc(C(=S)N2CCOCC2)c2ccccc21	?	?	1.8%	7.7%	?	6.0%	-6.5%	21.3%	2.4%
CCOC(=O)CNC(=O)CSc1ncccc1-c1nc2ccccc2[nH]1	1.9%	?	78.8%[activator]	-4.0%	-9.8%	2.4%	-8.6%	-27.7%[56.9 µM]	42.6%[activator]
CC(NC(=O)Nc1ccccc1)C(c1cccs1)N1CCOCC1 (stereo unspecified)	-23.3%	8.5%	-4.4%	5.7%[57.1 µM]	-18.1%	0.4%	-1.6%	-22.7%	24.7%
Cc1nc(NC(=O)c2ccc(Br)s2)sc1C(=O)N(C)C	0.3%	-1.8%	5.0%	-2.1%	-1.9%	7.4%	1.3%	33.2%	16.9%
O=C(NNC(=O)c1cccs1)c1ccc(Br)cc1	-3.9%	-24.9%	9.0%	-8.7%[57.1 µM]	-14.1%	-4.5%	-11.7%	16.3%	-28.2%
COc1ccc(COc2ccccc2C(N)=O)cc1F	24.3%	2.5%	-7.3%	19.4%	-13.3%	-7.4%	2.3%	-14.4%	36.3%
CCOC(=O)c1c(C)c(C(=O)Nc2ccc3c(c2)OCO3)c(C)n1C	-0.7%	13.8%	-5.3%	13.9%	-11.4%	3.9%	?	6.5%	18.7%
O=C(NCc1ccc2c(c1)CCN2C(=O)c1ccncc1)c1ccc(Cl)cc1	-0.8%	-22.2%	2.5%	17.9%[57.1 µM]	-16.7%	-7.4%	2.9%	-25.7%	19.1%
COc1ccc(CNC(=O)c2cc3c(C)nc4ccccc4c3o2)c(OC)c1	22.9%	.	-1.6%	11.0%[57.1 µM]	0.0%	-9.5%	4.2%	-28.8%	21.8%
CC(=O)NCC(=O)NNC1CC(=O)N(c2cccc(Cl)c2)C1=O (stereo unspecified)	-1.3%	?	-7.1%	14.7%[57.1 µM]	15.2%	-9.7%	2.6%	-24.6%	27.9%
O=C(COc1ccc(Cl)cc1)Nc1ccc2nc(SCC(=O)N3CCOCC3)sc2c1	24.3%	-9.3%	-5.5%	25.8%	-21.5%	-0.6%	-2.9%	-19.1%	14.7%
